MazEF act = activators of E. coli MazEF toxin-antitoxin RNase, primary screen, biochemical, fluorescence, uHTS. Endoribonuclease toxin MazF (Escherichia coli (strain K12)), P0AE70. FAM/BHQ RNA-DNA oligo cleavage fluorescence, 5 h. activation, % at 20 µM. actives 0.32% (n = 350,000). AID 504720, 2011; in the data active = activation above about 50%
Target sequence (P0AE70 whole entry, looked up): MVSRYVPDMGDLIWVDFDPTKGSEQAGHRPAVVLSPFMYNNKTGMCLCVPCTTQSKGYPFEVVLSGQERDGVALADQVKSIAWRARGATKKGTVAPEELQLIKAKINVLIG
PrPC surface inh = inhibitors of human cell surface prion protein PrPC, primary screen, cell-based, TR-FRET | Major prion protein (Homo sapiens), P04156 | TR-FRET read-out | inhibition, % at 13.8 µM | actives 0.43% (n = 370,000) | AID 720596, 2013; in the data active = inhibition above about 24%; also: 0% = median of the test wells and 100% = reference compound wells
FadD28 binding = inhibitors of FadD28 bisubstrate probe binding, primary screen, biochemical, fluorescence polarization, single point. inhibition, % at 12.5 µM. Mycobacterium tuberculosis FadD28 fatty-acid-AMP ligase. AID 588549, 2011. actives 0.22% (n = 360,000); in the data active = inhibition above about 8.5%, passing the limit was not always enough; inconclusive = no clear call, values can overlap the other calls
UGM FP inh = M. tuberculosis UGM enzyme inhibitors, primary screen, biochemical, fluorescence polarization, single point; UDP-galactopyranose mutase (Mycobacterium tuberculosis (strain ATCC 25618 / H37Rv)), …; purified UGM, fluorescence polarization probe displacement; inhibition, % at 10 µM; actives 0.06% (n = 320,000); AID 504406, 2011; in the data active = inhibition above about 10%, passing the limit was not always enough; inconclusive = no clear call, values can overlap the other calls
Rv3671c inh = Rv3671c serine protease inhibitors, primary screen, biochemical, fluorescence polarization, M. tuberculosis H37Rv. P9WHR9. inhibition, % at 5.96 µM. actives 0.048% (n = 320,000). AID 2606, 2010; in the data active = inhibition above about 38%;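 also: extracellular domain of Rv3671c used as enzyme; 0% = enzyme with DMSO and 100% = no enzyme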
Target sequence (P9WHR9 whole entry, looked up, the tested form may be a part): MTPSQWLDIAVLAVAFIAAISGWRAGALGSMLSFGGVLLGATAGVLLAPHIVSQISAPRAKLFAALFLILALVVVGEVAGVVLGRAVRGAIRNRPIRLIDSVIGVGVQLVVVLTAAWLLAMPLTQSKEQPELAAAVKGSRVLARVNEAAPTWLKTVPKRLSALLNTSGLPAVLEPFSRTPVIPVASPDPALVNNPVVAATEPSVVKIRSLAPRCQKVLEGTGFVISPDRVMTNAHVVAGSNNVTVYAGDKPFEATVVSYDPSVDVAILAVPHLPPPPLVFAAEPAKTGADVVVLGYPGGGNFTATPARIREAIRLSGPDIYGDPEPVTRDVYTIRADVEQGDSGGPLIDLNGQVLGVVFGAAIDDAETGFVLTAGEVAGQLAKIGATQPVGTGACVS
GDH-TPI inh = GDH-TPI coupling enzyme inhibitors, primary screen, artefact control for M. tuberculosis FBA inhibitor project, biochemical, absorbance, full deck | inhibition, % at 4.8 µM | actives 1.2% (n = 360,000) | GDH-TPI coupled enzyme counterscreen, NADH absorbance; in the data active = inhibition above about 30%;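 also: 0% = DMSO wells and 100% = wells lacking the enzyme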
BoNT F protease = BoNT/F light chain protease inhibitors, primary screen, biochemical, flow cytometry, MLPCN library | inhibition, % at 10 µM | AID 588497, 2011 | Multiplex microsphere protease cleavage assay | Botulinum neurotoxin type F light chain protease (Clostridium botulinum) | actives 0.22% (n = 360,000); in the data active = inhibition above about 35%, passing the limit was not always enough; inconclusive = no clear call, values can overlap the other calls; also: plate controls were buffer without enzyme for full effect and enzyme alone for no effect
Mtb FBA inh = Mtb FBA enzyme inhibitors, primary screen, biochemical, fluorescence, strain H37Rv; Fructose-bisphosphate aldolase (Mycobacterium tuberculosis (strain ATCC 25618 / H37Rv)), …; AID 588726, 2011; actives 2.3% (n = 360,000); inhibition, % at 1 µM; purified M. tuberculosis FBA, fluorescence read-out; in the data active = inhibition above about 27%;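 also: 0% = vehicle and 100% = reference inhibitor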
Target sequence (P9WQA3 whole entry, looked up): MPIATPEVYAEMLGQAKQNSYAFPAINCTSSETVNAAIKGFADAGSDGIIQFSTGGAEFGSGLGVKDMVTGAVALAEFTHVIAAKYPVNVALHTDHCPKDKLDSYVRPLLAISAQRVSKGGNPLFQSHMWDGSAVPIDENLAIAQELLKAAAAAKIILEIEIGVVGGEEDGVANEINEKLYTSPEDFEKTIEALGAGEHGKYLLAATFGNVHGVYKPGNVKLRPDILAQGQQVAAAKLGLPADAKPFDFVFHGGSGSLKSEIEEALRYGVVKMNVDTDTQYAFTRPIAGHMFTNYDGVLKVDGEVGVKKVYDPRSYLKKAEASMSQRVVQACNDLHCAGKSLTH
BioA inh = M. tuberculosis BioA enzyme inhibitors, primary screen, biochemical, plate reader, single point, HTS. actives 0.096% (n = 360,000). purified M. tuberculosis BioA enzyme. inhibition, % at 9.99 µM. AID 602481, 2012; in the data active = inhibition above about 40%; inconclusive = no clear call, values can overlap the other calls
An asterisk follows results filed as active; ? = inconclusive; . = no result given.

SMILES	MazEF act	PrPC surface inh	FadD28 binding	UGM FP inh	Rv3671c inh	GDH-TPI inh	BoNT F protease	Mtb FBA inh	BioA inh
O=C(Oc1cc(=O)oc2c1c(=O)n1c3c(cccc23)CC1)c1ccccc1	1.2	-2.9	-2.4	0.3	-12.1	14.2	?	5.5	.
Cc1oc2ccc(O)cc2c1C(=O)c1ccc(Br)cc1	7.0	4.8	-3.3	1.9	-9.4	5.6	-1.6	-0.8	.
CCCCc1ccc(N=N/C(C(=O)Nc2cc(OC)c(NC(C)=O)cc2OC)=C(/C)O)cc1	-22.8	-4.8	-0.8	-2.7	1.4	7.7	-4.1	21.9	.
COc1ccc(CCNC(=O)CSc2nnc(CNC(=O)c3cc(OC)c(OC)c(OC)c3)o2)cc1OC	5.3	-2.2	-1.3	1.6	6.0	0.9	6.6	-1.9	-0.5
Cc1cccc(NC(=O)NNC(=O)c2cc3ccccc3cc2O)c1C	20.5	-5.5	-4.1	1.3	-7.5	5.7	-1.4	1.9	.
CSc1nc2c(c(-c3ccccc3)c1C#N)CCC2	6.1	8.9	-2.0	-1.9	0.3	21.9	2.7	2.3	-0.6
Cc1c(C(=O)N/N=C/c2c(O)ccc3ccccc23)nnn1-c1nonc1N	-100.9	-1.6	-0.5	2.8	14.5	3.1	-0.1	1.2	-1.6
COc1ccc(N2C(=O)NC(=O)/C(=C/c3ccc([N+](=O)[O-])s3)C2=O)cc1	-35.6	-1.1	35.0*	0.3	-16.4	14.8	3.6	-1.3	3.0
O=C(COc1ccc(F)cc1Cl)Nc1nc(-c2ccccn2)cs1	.	4.9	0.5	1.9	-11.4	-2.2	-3.5	0.0	-0.6
Cc1ccc(-n2ccc(=O)c(C(=O)Nc3ccc(S(=O)(=O)Nc4onc(C)c4C)cc3)n2)cc1	-3.2	-15.8	-1.4	0.2	-3.4	26.6	6.1	-1.6	0.4
CC(=O)c1sc(NC(=O)c2c(F)cccc2F)nc1C	2.4	-10.9	-1.2	-1.7	2.0	24.4	3.9	-0.4	0.3
COc1cccc(OC)c1C(=O)Nc1nc2ccc(S(C)(=O)=O)cc2s1	-3.3	-2.5	0.3	3.4	-4.0	2.6	1.5	13.4	-0.6
CCc1nnc(NC(=O)C2Cc3ccccc3CN2S(=O)(=O)c2c(C)c(C)cc(C)c2C)s1 (stereo not given)	0.7	-3.2	-1.1	0.4	-11.1	0.5	0.7	1.7	0.0
Cc1ccc2[nH]c(=O)c(CN(CCCN(C)C)C(=O)Nc3cccc(Cl)c3)cc2c1	11.8	-4.9	-5.7	0.4	-4.0	12.7	1.0	1.4	-0.6
CCOC(=O)c1cc2c(c(-c3cccc(-c4cc5ccccc5o4)c3)n1)[C@@H](CCO)N(S(=O)C(C)(C)C)C2 (stereo not given in full)	.	-3.2	-4.5	.	.	.	-20.5	0.7	1.1
Cn1c(C(=O)Nc2ccc3c(c2)OCCO3)cc2c(=O)n(C)c3ccccc3c21	-27.3	7.2	-0.3	0.1	-17.9	10.9	2.2	0.5	-1.3
COc1ccc(NS(=O)(=O)c2cccc3nsnc23)cc1Cl	5.1	-2.7	-2.9	2.0	6.8	-1.4	-9.4	-0.2	0.9
N#CN/C(=N\S(=O)(=O)c1ccccc1)c1ccccc1	1.0	-6.6	-0.9	1.7	-10.4	0.0	3.8	-6.7	-2.0
O=C(CSc1nnc2ccccn12)c1ccc(OC(F)F)cc1OC(F)F	4.2	-2.8	-1.5	0.8	-1.5	4.1	10.8	1.8	-0.1
Cc1cccn2c(=O)c3cc(C(=O)NCCN4CCOCC4)c(=N)n(CCCN4CCOCC4)c3nc12	-3.8	-36.7	-0.4	-1.2	-2.7	6.7	0.2	114.3*	0.3

Single records, from the list above. Screens in order: MazEF act, PrPC surface inh, FadD28 binding, UGM FP inh, Rv3671c inh, GDH-TPI inh, BoNT F protease, Mtb FBA inh, BioA inh
`COc1cccc(OC)c1C(=O)Nc1nc2ccc(S(C)(=O)=O)cc2s1` across the screens: -3.3, -2.5, 0.3, 3.4, -4.0, 2.6, 1.5, 13.4, -0.6
`CCOC(=O)c1cc2c(c(-c3cccc(-c4cc5ccccc5o4)c3)n1)[C@@H](CCO)N(S(=O)C(C)(C)C)C2` (stereo not given in full) across the screens: ., -3.2, -4.5, ., ., ., -20.5, 0.7, 1.1
`Cc1ccc(-n2ccc(=O)c(C(=O)Nc3ccc(S(=O)(=O)Nc4onc(C)c4C)cc3)n2)cc1` across the screens: -3.2, -15.8, -1.4, 0.2, -3.4, 26.6, 6.1, -1.6, 0.4

The results go on.
SMILES	MazEF act	PrPC surface inh	FadD28 binding	UGM FP inh	Rv3671c inh	GDH-TPI inh	BoNT F protease	Mtb FBA inh	BioA inh
Cc1cccc(NC(=O)CCS(=O)(=O)c2ccc(Cl)cc2)c1	3.0	-3.2	-2.0	0.0	-7.8	-1.5	-7.1	0.5	-3.4
C/C=C/c1ccc(OCC(=O)N(C)CC(=O)Nc2ccc(F)cc2)c(OC)c1	-0.9	-6.8	-6.0	3.7	0.3	-5.0	7.6	-3.2	-0.2
CN(NS(C)(=O)=O)c1c(C#N)c(C(F)(F)F)nn1C	1.3	4.9	-0.9	1.1	3.4	2.5	-4.9	-1.6	.
CN1CCN(CC#CCOc2ccc(Cl)cc2)CC1	15.6	11.0	-0.3	2.0	-0.7	4.9	-2.8	2.6	-2.7
C/C=N/NC(=O)c1cc(Br)ccc1O	0.9	-5.7	2.1	1.0	7.5	15.9	-1.8	4.0	.
O=C(OCC(=O)N1N=C(c2ccc(Cl)cc2)CC1c1ccco1)c1ccccc1O (stereo not given)	-7.6	-1.2	-2.4	0.0	-15.2	7.6	-0.8	4.3	-1.0
CCOc1ccc(Cl)cc1CNCCc1ccccc1F	4.4	-1.0	0.7	0.0	-15.0	-0.3	-10.6	2.4	.
O=c1[nH]c2cc(F)ccc2c2ccc(F)cc12	5.8	8.1	-1.2	.	.	6.0	14.1	7.7	.
COc1ccc(/C=C/C(=O)OCC(=O)Nc2ccc3[nH]c(=O)[nH]c3c2)cc1OC	-9.0	-5.3	-2.8	-0.9	-4.9	26.3	-1.3	12.8	.
COc1ccc(C2CC(=O)Oc3c(C(C)C)ccc(C)c32)cc1 (stereo not given)	3.0	5.1	8.8*	.	.	-1.8	-2.5	3.0	0.5
COc1cccc(-c2nnc(SCCOc3ccc4c(C)cc(=O)oc4c3)o2)c1	8.8	-5.1	-0.3	0.6	-2.4	0.0	11.7	2.4	.
Cc1cccc(C(=O)OCC(=O)NCc2cccs2)c1	9.3	-1.7	-2.1	2.5	-2.9	3.8	-1.2	-3.4	-1.1
CCCN1CCC(=O)N([C@H](CSc2ccccc2)c2ccccc2)CC1	-1.5	9.1	-0.5	0.7	-2.3	7.6	2.1	-1.0	0.1
O=C1C=C(NCC2CCCO2)CC(c2ccccc2)C1 (stereo not given)	0.9	-6.2	-1.4	.	.	-0.5	-0.8	1.0	.
Cc1ccccc1OCC(=O)OCC(=O)NC1CCCC(C)C1C (stereo not given)	0.8	1.3	-2.9	.	.	5.6	0.1	3.2	1.3
CCCOc1ccc(/C=C/C(=O)NC2CCCCC2)cc1OC	0.9	-1.7	-0.9	-1.6	-2.5	-2.3	-24.5	1.9	0.3
CCCCNC(=O)C1(O)c2ccccc2NC(=O)N1c1ccc(Cl)cc1 (stereo not given)	8.8	-0.7	-3.9	-6.6	-4.7	-1.4	-6.3	1.0	-1.0
Cc1ccc(C(=O)NCc2nnc(SCC(=O)NC(C)c3ccccc3)n2C)cc1 (stereo not given)	7.4	-1.6	-1.6	-0.9	0.5	-1.0	5.3	-1.1	1.3
O=[N+]([O-])c1nccn1CCCCCCCCCCCN1CCOCC1	.	-3.6	-2.6	.	.	.	0.4	0.1	0.3
COc1ccc(-c2noc(C(=O)NCc3ccccc3Cl)n2)cc1OC	-1.1	-0.3	0.0	3.5	-15.7	-1.3	-6.9	2.7	.

(cont.)
SMILES	MazEF act	PrPC surface inh	FadD28 binding	UGM FP inh	Rv3671c inh	GDH-TPI inh	BoNT F protease	Mtb FBA inh	BioA inh
COc1ccc2cc(C(=O)N3CCc4ccccc43)[nH]c2c1	6.5	-3.8	-0.3	-0.9	-13.0	22.4	-18.7	0.6	-1.9
COc1ccc(C(=O)O)cc1S(=O)(=O)Nc1cccc(C(F)(F)F)c1	1.2	-0.6	-1.1	0.2	-5.0	3.5	-7.0	3.6	-0.7
COc1ccc(C(=O)OCc2c(F)cccc2Cl)cc1S(=O)(=O)N1CCOCC1	-25.9	3.2	-1.3	.	-0.4	10.1	-8.6	0.6	-1.6
COC(=O)C1=C(C)N(CCCC(=O)O)C(=O)NC1c1ccc(OC)cc1 (stereo not given)	1.9	-0.4	-4.1	-0.2	4.8	3.5	1.2	1.6	0.1
O=C(NNC(=O)c1ccc(NC(=O)C2CC2)cc1)c1ccc(F)cc1	3.0	-9.1	-0.9	1.1	.	4.5	-15.5	2.5	-0.5
O=C(OC12CC3CC(CC(C3)C1)C2)c1ccc(NCc2cc(O)ccc2O)cc1	17.4	19.8	-0.5	.	.	9.6	-1.0	-1.1	.
Cc1ccc(OCCCCCCN2CCNCC2)c(Br)c1	14.0	-2.1	-2.9	0.4	8.8	2.3	-8.0	0.7	1.2
O=C(Nc1ncc2c(n1)-c1ccccc1OC2)c1ccc(Cl)cc1Cl	9.5	0.0	-0.6	0.6	-4.2	13.3	0.9	17.1	-0.9
O=C(NCc1cccnc1)C1CCN(S(=O)(=O)N2CCOCC2)CC1	6.4	4.4	-0.7	-1.2	6.3	6.2	-1.8	2.8	0.2
COc1cccc(CN(C)C(=O)c2ccc(Oc3ccccc3)cc2)c1OC	3.5	-3.9	-3.3	0.9	1.8	4.4	-9.4	0.0	2.3
O=S(=O)(NCC(c1cccnc1)N1CCN(Cc2ccccc2)CC1)c1ccc(Cl)cc1 (stereo not given)	3.5	-14.2	-4.1	-1.6	2.0	3.5	-8.7	-1.5	0.3
C=CCn1c(C(C)(C)C)nc2ccccc21	-1.1	-2.1	-1.0	-1.3	-3.6	-7.0	2.3	-0.5	-1.7
O=[N+]([O-])c1ccccc1S(=O)(=O)Nc1cccc(-c2ccc(N3CCOCC3)nn2)c1	4.1	-3.5	-3.5	.	-2.5	9.1	2.3	0.1	-0.6
C=CCc1c(C)nn(CC(=O)O)c1-c1ccccc1	11.2	-1.3	-3.8	2.3	1.5	7.1	-4.7	-0.8	-0.6
CCCCN1C(=O)Cc2c1nc(N)c1c(N)nc(N(CCC)CCC)c(C#N)c21	5.0	2.5	0.3	6.0	-54.3	12.0	-13.4	-5.1	1.1
OCC(O)C1OC(Nc2ccc(Cl)cc2)C(O)C1O (stereo not given)	2.9	6.1	-2.1	-1.2	4.4	4.7	2.5	0.4	.
O=C(Cc1ccccn1)c1ccccc1	1.3	0.8	-0.3	-3.1	-8.2	8.8	-6.9	1.8	0.8
CCOc1ccc(Cl)cc1S(=O)(=O)N1CCC(C(=O)NCc2ccco2)CC1	7.7	0.0	-7.0	1.3	-5.0	-10.0	-5.5	-0.1	-0.1
Cc1ccccc1NC(=S)N(Cc1ccccn1)Cc1ccccc1Cl	-4.4	2.1	-1.8	0.3	-0.8	-6.1	-2.8	0.9	.
CCc1ccccc1NC(=O)CSc1nnc(Cn2nnc3ccccc32)n1C	5.7	5.1	0.5	-2.6	5.4	5.7	-11.8	2.5	-0.1
CCOc1cccc(C(=O)Nc2cc(-c3nn4c(C)nnc4s3)ccc2C)c1	10.3	5.2	-2.5	3.9	8.3	-7.9	-4.5	1.8	-1.7
COc1ccc2c(Cl)c(C(=O)NCc3ccco3)sc2c1	-7.0	10.2	-1.3	0.7	1.2	2.1	-8.4	-2.3	0.2
